Assay outcomes deposited in PubChem BioAssay by several laboratories.
FXN GAA850 act = FXN promoter activators, primary screen, cell-based, luciferase luminescence, HEK293 lucGAA850; HEK293 lucGAA850 FXN promoter luciferase reporter, 24 h; percent of 10 µM SAHA response; activation, % at 6 µM; 360,000 tested, 0.56% active;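 active = activation above the average of all compounds screened plus 3 SD, cutoff fixed separately per campaign, cut at about 7.5% in these data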;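 also: 0% = DMSO wells and 100% = 10 µM SAHA wells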
DAX1 inh-1 = DAX1 (NR0B1) inhibitors on StAR promoter, primary screen, cell-based, luminescence, SF-1 (NR5A1), full-length DAX-1 | HEK293T StAR-luciferase reporter, SF-1/DAX-1 repression relief | inhibition, % at 6.8 µM | 370,000 tested, 1.1% active | AID 652010, 2013;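 active = inhibition above the mean over all tested compounds plus 3 SD, cut at about 3.6% in these data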;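 also: 0% = DAX-1 cells with DMSO and 100% = cells lacking DAX-1 with DMSO; higher inhibition means more luminescence from relief of DAX-1 repression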
PG9 Ab binder = binders of HIV-1 gp120 antibody PG9, primary screen, biochemical, TR-FRET. HIV-1 gp120 / PG9 antibody interaction. TR-FRET gp120-PG9 antibody binding. 360,000 tested, 0.43% active. inhibition, % at 6.7 µM. AID 624416, 2012; in the data active = inhibition above about 8.5%
DAX1 inh-2 = DAX1 (NR0B1) inhibitors, primary screen, cell-based, HEK293, Gal4-DAX1, luciferase luminescence. 340,000 tested, 0.99% active. inhibition, % at 6.75 µM. AID 504766, 2011. Nuclear receptor subfamily 0 group B member 1 (Homo sapiens), P51843. HEK293 Gal4-DAX1 luciferase reporter;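 active = inhibition above the mean over all tested compounds plus 3 SD, cut at about 4.2% in these data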;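 also: 0% = DAX1-transfected cells with DMSO and 100% = empty-vector control cells with DMSO; inhibition shows as a rise in luminescence from relieved DAX1 repression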
Target sequence (P51843 207-470 limits assumed): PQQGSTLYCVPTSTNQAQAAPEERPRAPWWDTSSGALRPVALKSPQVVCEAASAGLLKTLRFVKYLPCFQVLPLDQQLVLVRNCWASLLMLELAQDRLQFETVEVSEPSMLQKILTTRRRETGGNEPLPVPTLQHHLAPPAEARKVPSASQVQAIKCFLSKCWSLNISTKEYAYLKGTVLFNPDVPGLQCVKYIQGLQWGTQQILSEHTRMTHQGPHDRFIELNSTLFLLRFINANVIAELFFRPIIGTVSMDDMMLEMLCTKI
hgDAF12 agonist = H. glycines DAF-12 receptor agonists, primary screen, cell-based, luminescence, HEK293, GAL4 fusion, UAS-luciferase. Nuclear hormone receptor DAF-12 (Heterodera glycines), GAL4 fusion. activation, % at 6.8 µM. 370,000 tested, 1.8% active. HEK293 GAL4-hgDAF12 UAS-luciferase reporter, agonist luminescence; normalized to butyrate control. AID 687014, 2013;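 active = activation above a cutoff set at the mean of all screened compounds plus 3 SD, cut at about 10% in these data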;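 also: 0% = DMSO wells and 100% = sodium butyrate wells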
Rev-erbA mod = modulators of Rev-erb alpha DNA binding, primary screen, biochemical, FITC-DNA, fluorescence polarization, uHTS; Nuclear receptor subfamily 1 group D member 1 (Homo sapiens), P20393; activity, % at 10 µM; Rev-erbα–FITC-DNA binding, 90 min; 370,000 tested, 0.79% active; AID 1259318, 2017;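 active = activity above about 14%, limit read from the data; passing the limit was not always enough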;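 also: 0% = DMSO wells with 35 nM protein and 100% = DMSO wells with 750 nM protein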
Target sequence (P20393 whole entry, looked up): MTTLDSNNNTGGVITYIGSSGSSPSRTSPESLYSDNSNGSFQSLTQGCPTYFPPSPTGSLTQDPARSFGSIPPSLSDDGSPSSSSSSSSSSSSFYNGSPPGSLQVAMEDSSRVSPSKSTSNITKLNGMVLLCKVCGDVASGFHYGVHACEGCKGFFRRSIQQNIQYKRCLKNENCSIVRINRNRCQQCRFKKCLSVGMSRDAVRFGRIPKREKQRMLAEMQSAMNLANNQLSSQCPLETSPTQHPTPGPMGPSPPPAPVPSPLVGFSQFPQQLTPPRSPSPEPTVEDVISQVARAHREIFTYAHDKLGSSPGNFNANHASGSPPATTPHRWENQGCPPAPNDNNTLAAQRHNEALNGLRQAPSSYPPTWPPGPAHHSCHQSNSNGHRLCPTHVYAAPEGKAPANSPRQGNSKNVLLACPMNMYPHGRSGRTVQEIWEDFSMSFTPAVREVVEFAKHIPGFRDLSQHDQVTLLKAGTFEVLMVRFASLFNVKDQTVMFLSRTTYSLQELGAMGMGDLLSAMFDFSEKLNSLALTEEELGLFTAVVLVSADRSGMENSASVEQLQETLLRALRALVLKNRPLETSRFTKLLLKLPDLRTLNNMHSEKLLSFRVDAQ
hcDAF-12 act = H. contortus DAF-12 nuclear receptor activators, primary screen, cell-based, luminescence, HEK293, lit1-tk-luc reporter. HEK293 hcDAF-12 lit1-tk-luc reporter; 0% DMSO, 100% Δ7-dafachronic acid. activation, % at 6.8 µM. 370,000 tested, 1.4% active. AID 652067, 2013;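 active = activation above the mean of all tested compounds plus 3 SD, cut at about 5.5% in these data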;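 also: 100% = response to 3 µM Δ7-dafachronic acid high control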
PLC-beta3 inh = human PLC-beta3 inhibitors, primary screen, biochemical, fluorescence; 1-phosphatidylinositol 4,5-bisphosphate phosphodiesterase beta-3 (Homo sapiens), Q01970; Purified PLC-beta3, fluorogenic substrate; inhibition, % at 12.2 µM; 370,000 tested, 0.18% active; AID 720704, 2013; in the data active = inhibition above about 11%;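 also: 0% = median of compound wells on plate and 100% = full blocker control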
SMARCA2 act = SMARCA2 (BRM) function activators, primary screen, cell-based, luminescence, high throughput | MG213 cells, MMTV-luciferase reporter, dexamethasone, overnight | activation, % at 9.1 µM | 370,000 tested, 1% active; in the data active = activation above about 7.8%;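 also: 0% = vehicle wells and 100% = reference activator wells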
sPLA2-III inh = human group III sPLA2 inhibitors, primary screen, biochemical, QFRET, BODIPY PC-A2 liposome substrate. Group 3 secretory phospholipase A2 (Homo sapiens), Q9NZ20. inhibition, % at 12.2 µM. QFRET BODIPY PC-A2 liposome hydrolysis, fluorescence. 370,000 tested, 0.56% active;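 active = inhibition above mean plus 3 SD of compounds lying within the high and low control bounds, cut at about 19% in these data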;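 also: 0% = median of test compound wells and 100% = no enzyme DMSO wells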
ssDAF-12 act = S. stercoralis DAF-12 nuclear receptor activators, primary screen, cell-based, luminescence, HEK293, GRIP1 co-expression, lit1-tk-luc; Nuclear hormone receptor DAF-12 (Strongyloides stercoralis); HEK293 ssDAF-12/GRIP1 lit1-tk-luc reporter; % of 3 µM dafachronic acid response; activation, % at 6.8 µM; 370,000 tested, 1% active; AID 652126, 2013;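 active = activation above the mean over all tested compounds plus 3 SD, cut at about 0.9% in these data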;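 also: 0% = DMSO-only wells and 100% = 3 µM delta7-dafachronic acid wells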
Starred values were filed as active, the others as inactive; · = not tested or not shown.

SMILES | FXN GAA850 act | DAX1 inh-1 | PG9 Ab binder | DAX1 inh-2 | hgDAF12 agonist | Rev-erbA mod | hcDAF-12 act | PLC-beta3 inh | SMARCA2 act | sPLA2-III inh | ssDAF-12 act
CC1(C(=O)NS(=O)(=O)c2ccc(Cl)s2)CCN1C(=O)Cc1ccc(-c2ccccc2)cc1 (stereo unspecified) | 0.9 | 0.7 | -0.8 | · | -0.9 | -5.7 | -1.3 | -8.7 | -2.3 | -52.3 | -1.1
C=CCc1ccc(OCCn2nnc3ccccc32)c(OC)c1 | 4.4 | 0.1 | -2.5 | -0.6 | 2.1 | 1.9 | 1.0 | -5.4 | -0.5 | -11.8 | -1.0
Cc1c(/C(O)=C2\C(=O)C(=O)N(CCCN(C)C)C2c2ccccc2)cnn1-c1ccccc1 (stereo unspecified) | -5.3 | -2.2 | 0.7 | -0.2 | -12.4 | -4.3 | -4.8 | 4.3 | -5.1 | 5.6 | -3.1
C=CCSC1=C(C#N)C(c2ccccc2)CC(=O)N1 (stereo unspecified) | -0.3 | -0.2 | 0.8 | 1.6 | -1.5 | 0.7 | 0.9 | 0.1 | 0.2 | -5.2 | -1.6
O=C(CCc1ccc(S(=O)(=O)N2CCOCC2)cc1)Nc1ccc2ccccc2c1 | -1.9 | -1.0 | -2.9 | 0.0 | 0.1 | -2.2 | 2.6 | 3.1 | -0.1 | -35.8 | -1.7
COn1c(-c2ccc(Cl)cc2)nc2ncccc21 | 5.7 | 0.3 | 0.4 | 0.9 | 13.5* | -1.3 | 3.0 | -20.5 | 7.7 | -1.3 | -0.2
CCOc1ccc(N2CC(C(=O)Nc3cccc(S(=O)(=O)N4CCOCC4)c3)CC2=O)cc1 (stereo unspecified) | -1.0 | -2.3 | 1.1 | -1.1 | 1.6 | 1.9 | -0.7 | 1.1 | -1.8 | -16.3 | -1.6
CC(=O)c1cc2c(=O)c3ccccc3oc2nc1C | 3.3 | -0.3 | -1.3 | -0.2 | 0.2 | 0.2 | -0.6 | -2.3 | 0.5 | 1.9 | -1.2
Cc1ccc(Nc2nc(/N=C/N(C)C)n[nH]2)cc1C | 1.9 | 2.5 | -4.3 | 0.6 | 8.9 | -7.0 | 1.4 | -9.9 | 6.8 | -2.0 | 0.0
O=C(Cc1cccs1)NCCS(=O)(=O)N1CCN(c2cccc(Cl)c2)CC1 | -0.2 | -0.9 | 0.0 | 0.3 | 0.2 | 6.7 | -0.5 | -6.5 | -0.3 | -11.3 | -0.8
CC(C)C(=O)Nc1ccc(Br)cc1Cl | 0.2 | 0.0 | -1.2 | 0.9 | -5.5 | -2.2 | -0.3 | 1.9 | -0.4 | 5.6 | -1.1
COc1ccc(CN2C(=O)c3cccnc3C2Nc2ccc(C)cc2)cc1 (stereo unspecified) | 3.6 | -0.3 | 1.0 | 0.8 | -3.5 | -5.1 | -1.3 | -4.0 | -1.5 | 3.7 | -0.9
Cc1ccc(C(=O)NNC(=O)c2ccc(SCC3CCCO3)c([N+](=O)[O-])c2)cc1 (stereo unspecified) | 1.5 | -1.2 | 1.3 | -0.4 | -0.1 | -1.3 | -0.4 | 4.3 | 2.9 | -15.5 | -1.7
CN(C)S(=O)(=O)c1ccc(S(=O)(=O)N2CCCC2)cc1 | -1.8 | -0.1 | -0.2 | -0.8 | 1.1 | 0.8 | 0.4 | 2.0 | -0.7 | -1.4 | -0.1
Cc1snc(SCc2c(F)cccc2Cl)c1C#N | 1.9 | -0.4 | 0.6 | -1.6 | 0.9 | 10.8 | 0.5 | -4.1 | 0.5 | -1.0 | -1.4
CCn1c(COc2ccc(=O)n(-c3ccccc3)n2)nnc1SCC(=O)OC | 1.8 | 0.7 | -2.5 | 0.1 | -2.7 | 2.5 | 0.3 | -1.5 | -4.3 | 10.6 | -0.6
CS(=O)(=O)N(CC(=O)Nc1ccccc1Cl)c1ccc(Cl)cc1 | -0.6 | 1.3 | 0.6 | -0.9 | 4.7 | 2.4 | -1.4 | -2.3 | -4.1 | -3.5 | -1.2
COC(=O)c1cc(S(=O)(=O)N2CCN(c3ccc(OC)cc3)CC2)cn1C | 0.4 | -0.6 | -0.1 | -0.7 | 1.9 | -3.6 | -0.7 | -11.0 | 1.3 | 0.9 | -1.2
CC(C(=O)Nc1nccs1)c1ccc([N+](=O)[O-])cc1 (stereo unspecified) | -1.0 | 0.0 | -0.3 | -0.1 | 0.8 | 1.0 | 0.9 | 2.0 | 2.3 | 2.8 | -0.5
Cc1c(C(=O)O)cnc2cc(-c3ccc(Cl)cc3)nn12 | 1.6 | 0.5 | -0.4 | 0.7 | 5.4 | -6.8 | 1.6 | -61.3 | -1.5 | 2.1 | 1.1*
Nc1cc(C(=O)OCC(=O)NC(c2ccccc2)c2ccccc2)ccc1Cl | 1.4 | 0.7 | -0.2 | -0.7 | 2.1 | 6.4 | 1.8 | -3.7 | -2.4 | -3.0 | -0.7
CCN(CC)CCn1c(N)cc(=O)[nH]c1=O | 2.5 | -0.4 | -2.1 | 0.6 | 2.0 | -2.2 | -0.2 | 4.9 | -3.0 | 5.3 | -0.9
Cc1cc(C(=O)N2CCN(c3ncccn3)CC2)nn1C | 1.2 | 0.1 | 0.1 | 0.0 | 2.1 | 1.7 | -1.0 | -5.7 | -2.0 | -3.2 | -0.9
Cc1ccc(N2CC(C(=O)NC3CC3)CC2=O)cc1 (stereo unspecified) | 0.2 | 0.3 | -2.9 | 1.2 | -1.7 | -1.9 | -0.4 | -4.8 | -2.0 | -5.2 | -1.1
CN(C)c1ncnc2[nH]ncc12 | -1.0 | 0.8 | -1.1 | 1.4 | 2.7 | -1.2 | 0.9 | 6.2 | -6.7 | 2.6 | -1.6
COc1ccc(C(=O)Nc2ccc(C(=O)OCC(=O)c3ccccc3)cc2)cc1 | 1.1 | 0.4 | 1.4 | 0.6 | -0.1 | 1.9 | -0.9 | -1.4 | -1.5 | -4.6 | -0.8
O=C(COC(=O)c1cccnc1Cl)NC(=O)c1ccc(OC(F)F)cc1 | 1.1 | 0.7 | 0.1 | -0.3 | -0.1 | 0.3 | 1.1 | -2.6 | -2.7 | -3.8 | -1.1
CC(C)N1CCN(Cc2coc3ccccc3c2=O)CC1CCO (stereo unspecified) | 1.9 | 0.2 | -0.9 | 0.0 | 5.1 | 1.1 | 0.0 | -3.4 | 0.4 | -2.5 | -0.1
CSc1nnc(-c2ccco2)n1-c1ccccc1 | -0.6 | -0.5 | -1.3 | 0.0 | -0.9 | -0.1 | -1.7 | 2.9 | -0.7 | 2.7 | -1.0
COc1cccc(C(C)(O)c2nc(-c3cccc(F)c3)cs2)c1 (stereo unspecified) | 1.1 | -2.1 | 0.6 | · | -0.6 | -4.7 | -1.4 | -1.8 | -5.4 | -6.6 | -1.2
Cc1cccc(NC(=O)c2ccc([N+](=O)[O-])o2)c1C | 1.0 | -4.5 | 0.1 | -1.0 | -1.5 | -6.0 | -0.7 | -0.8 | 3.6 | 3.7 | -1.5
O=S(=O)(Nc1nc2ccccc2nc1Cl)c1ccc2ccccc2c1 | -1.1 | 0.6 | 2.8 | 1.2 | -1.9 | -0.6 | 2.0 | -56.4 | -2.9 | -32.7 | -1.0
N#Cc1c(N)n(C2OC(CO)C(O)C2O)c2ncnc(N)c12 (stereo unspecified) | -13.8 | -6.5 | -2.0 | 2.9 | 0.6 | -4.5 | -0.2 | -1.4 | -9.4 | 1.1 | -2.2
CN(C)Cc1nc2ccccc2c(=O)n1Cc1nc(-c2cccc([N+](=O)[O-])c2)cs1 | 1.9 | -1.1 | 1.8 | -1.1 | -1.4 | 1.6 | -1.1 | -5.3 | -1.5 | -7.2 | -2.2
Cc1ccc(C(=O)N/C(=C\c2ccco2)C(=O)N2CCOCC2)cc1C | 0.9 | -1.9 | -1.1 | -0.7 | -0.5 | -1.8 | -1.3 | -35.1 | -0.2 | -4.2 | -0.5
Cc1ccc(CSCC(=O)N/N=C/c2ccc(OCC(=O)Nc3ccc(C)cc3)cc2)cc1 | 0.0 | -0.3 | -0.1 | -0.7 | -0.3 | -3.8 | -0.6 | 7.2 | -2.1 | -6.2 | -1.3
CCCC(CCC(=O)Nc1cc([N+](=O)[O-])ccc1O)C(=O)O (stereo unspecified) | 1.8 | 0.6 | -1.7 | -1.0 | 0.4 | 2.1 | -0.3 | 0.2 | 0.8 | 3.9 | -0.9
S=c1[nH]c2ccccc2n1CCOc1ccccc1 | 1.0 | 0.0 | 0.1 | 2.2 | 0.2 | 4.3 | -0.5 | -7.3 | -1.4 | 15.2 | -0.6
COc1cc(CNc2ccccc2Oc2cc(=O)n(C)c(=O)n2C)cc(OC)c1OC | -1.2 | -0.7 | -1.8 | 1.8 | 2.8 | -1.1 | -1.0 | -1.3 | -1.8 | -4.0 | -1.1
CCCNS(=O)(=O)c1ccc2c(c1)CCCN2C(C)=O | -1.1 | -0.7 | -1.7 | 0.4 | 0.3 | 8.2 | -0.4 | 2.4 | 1.1 | 2.4 | -1.0
Cn1nc(C(=O)NNC(=O)CCc2ccccc2Cl)c2ccccc2c1=O | 1.0 | -1.1 | 0.2 | -0.8 | -0.3 | 0.5 | -1.5 | 0.5 | -1.8 | 3.2 | -1.4
CC(C)Sc1nc2c(c(=O)n(C)c(=O)n2C)n1Cc1ccc(Cl)cc1 | 3.2 | 0.7 | 1.6 | -0.4 | -1.1 | -2.5 | 0.6 | 0.0 | 2.0 | -0.9 | -1.2
O=C(/C=C/c1ccco1)Nc1ccccc1N1CCCC1 | -2.1 | -0.4 | -8.1 | -1.6 | -0.2 | -2.4 | 0.8 | 1.9 | -0.4 | 2.8 | -0.5
CC(=O)C1=C(O)CC(c2ccccc2)CC1=NCCc1ccccc1 (stereo unspecified) | -0.6 | 0.3 | -3.2 | 0.3 | -3.9 | -4.5 | -0.5 | 1.5 | -1.1 | -6.8 | -2.1
COC(=O)[C@@H]1C[C@@]2(O)[C@H](O)[C@H](O)[C@H](O)C[C@H]2N1C/C=C/c1ccccc1 | 0.5 | 0.0 | -1.7 | -0.4 | 1.2 | -2.8 | -0.8 | 1.2 | 2.6 | 1.9 | -0.9
